Glyco luc inh: increase of ERlucT glycosylation luciferase signal, primary screen, N-linked glycosylation inhibitor project, D54 ERlucT cells, luminescence, set 2; D54 ERlucT glycosylation luciferase reporter, 24 h; percent of 100 nM tunicamycin response; reporter increase, % at 12.5 µM; actives 0.23% (n = 360,000);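 active = mean luciferase reporter signal, scaled so untreated is 0 and the glycosylation-blocking control 100, at or above a set limit in every replicate; inconclusive = mean reaches the limit but not every replicate does; inactive = mean below the limit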;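 also: luciferase carries N-glycosylation sites so blocking glycosylation raises the light; 0% = median of neutral control wells and 100% = median of 100 nM tunicamycin wells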
Exocytosis inh: LAMP-1 surface exposure blockers, TALL-104 cells – cell-based, flow cytometry, MLPCN library, primary screen; actives 0.66% (n = 360,000); TALL-104 LAMP-1 surface exposure; cells stimulated with thapsigargin and PMA; inhibition, % at 10 µM;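 active = inhibition above about 55%, limit read from the data; inconclusive = no clear call, values can overlap the other calls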
MC4R ag barr: MC4R agonists recruiting beta-arrestin, primary screen, cell-based, luminescence, agonist arm of biased-ligand search | AID 540308, 2011 | U2OS MC4R beta-arrestin complementation; percent of melanotan II response, DMSO zero | Melanocortin receptor 4 (Homo sapiens), P32245 | activation, % at 8.9 µM | actives 0.98% (n = 360,000);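 active = activation above a per-plate cutoff, the mean activation of sample wells on that plate plus 3 SD, cut at about 8% in these data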
Vif inh: HIV Vif self-association inhibitors, primary screen, imaging, HEK293T, single point. actives 0.35% (n = 340,000). HEK293T cells, Vif self-association by quenched fluorescence, 24 h. inhibition, % at 7.49 µM; in the data active = inhibition above about 50%, passing the limit was not always enough; inconclusive = no clear call, values can overlap the other calls; inactive = below about 31%; also: some results filed as inactive read as strong as hits
MC4R antag cAMP: MC4R antagonists of cAMP signaling, primary screen, cell-based, TR-FRET, antagonist arm of biased-ligand search. AID 540295, 2011. actives 0.48% (n = 360,000). inhibition, % at 6.5 µM. Melanocortin receptor 4 (Homo sapiens), P32245. MC4R-expressing cells, MTII-stimulated cAMP, LANCE TR-FRET;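 active = inhibition above its plate's cutoff, the mean of tested wells on that plate plus 3 SD, cut at about 29% in these data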;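 also: 0% = Melanotan II alone and 100% = Melanotan II plus saturating MCL0020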
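Test system: U2OS cells stably expressing human melanocortin 4 receptor (MC4R); also added: Melanotan II challenge; compound: 6.5 µM single dose; timing: 30-min compound preincubation, 1-h Melanotan II challenge, 1-h detection, room temperature; signal: Eu-cAMP/anti-cAMP TR-FRET, emission 671 nm; repeats: one well per compound, no replicates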
TLR9-MyD88 inh: inhibitors of TLR9-MyD88 association in cells, primary screen, cell-based, CHO, BLA complementation, fluorescence. CCF4 FRET ratio. Toll-like receptor 9 (Homo sapiens) + Myeloid differentiation primary response protein …. inhibition, % at 4.98 µM. actives 0.21% (n = 340,000);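 active = inhibition above the mean over all tested compounds plus 3 SD, cut at about 21% in these data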;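 also: 0% = DMSO only wells and 100% = clavulanate BLA inhibitor control wells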
Target sequence (Q99836 whole entry, looked up): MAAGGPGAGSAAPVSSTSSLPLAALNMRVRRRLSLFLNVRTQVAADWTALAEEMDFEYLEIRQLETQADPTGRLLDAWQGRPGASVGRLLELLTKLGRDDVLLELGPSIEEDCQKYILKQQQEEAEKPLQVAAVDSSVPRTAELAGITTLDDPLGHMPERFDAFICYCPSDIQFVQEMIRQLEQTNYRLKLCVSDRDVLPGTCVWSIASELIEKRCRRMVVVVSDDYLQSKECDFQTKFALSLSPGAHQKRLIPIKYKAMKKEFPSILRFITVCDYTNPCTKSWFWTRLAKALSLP
Target sequence (Q9NR96 whole entry, looked up): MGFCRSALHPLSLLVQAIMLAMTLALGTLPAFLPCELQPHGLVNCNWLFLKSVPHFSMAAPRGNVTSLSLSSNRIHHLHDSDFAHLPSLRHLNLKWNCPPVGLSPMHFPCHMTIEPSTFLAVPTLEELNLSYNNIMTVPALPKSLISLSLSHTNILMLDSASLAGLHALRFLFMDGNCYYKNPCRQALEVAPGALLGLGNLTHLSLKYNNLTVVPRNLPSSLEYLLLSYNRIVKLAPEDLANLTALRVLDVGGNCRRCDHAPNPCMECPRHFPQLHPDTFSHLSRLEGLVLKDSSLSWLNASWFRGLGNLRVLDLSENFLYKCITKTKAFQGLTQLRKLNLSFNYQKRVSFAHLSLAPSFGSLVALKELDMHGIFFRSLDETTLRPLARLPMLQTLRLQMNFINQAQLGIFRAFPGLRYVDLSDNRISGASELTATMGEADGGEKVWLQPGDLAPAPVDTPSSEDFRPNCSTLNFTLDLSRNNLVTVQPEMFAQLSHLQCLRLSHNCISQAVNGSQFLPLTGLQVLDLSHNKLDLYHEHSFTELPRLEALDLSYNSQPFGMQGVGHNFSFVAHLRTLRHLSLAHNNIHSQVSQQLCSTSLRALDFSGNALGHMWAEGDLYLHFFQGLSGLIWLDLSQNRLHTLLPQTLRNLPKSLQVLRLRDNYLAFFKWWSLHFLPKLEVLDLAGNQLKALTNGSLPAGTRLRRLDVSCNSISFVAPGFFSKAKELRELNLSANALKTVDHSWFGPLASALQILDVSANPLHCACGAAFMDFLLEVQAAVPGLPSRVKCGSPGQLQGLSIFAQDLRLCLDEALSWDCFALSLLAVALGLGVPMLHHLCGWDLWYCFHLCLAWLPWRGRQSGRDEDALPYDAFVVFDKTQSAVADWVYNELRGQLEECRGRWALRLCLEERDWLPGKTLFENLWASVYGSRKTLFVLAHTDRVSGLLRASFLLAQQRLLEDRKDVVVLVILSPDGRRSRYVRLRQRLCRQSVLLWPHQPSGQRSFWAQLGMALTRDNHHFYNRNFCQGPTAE
ABHD5 PLIN5 PPI: ABHD5-PLIN5 interaction inhibitors, primary screen, cell lysate, split luciferase complementation, luminescence; Perilipin-5 (Homo sapiens) + 1-acylglycerol-3-phosphate O-acyltransferase ABHD5 (Homo …; Split G. princeps luciferase complementation, 4 h; inhibition, % at 4 µM; actives 0.78% (n = 360,000); AID 602281, 2012;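 active = inhibition above the mean inhibition across every tested compound plus 3 SD, cut at about 22% in these data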;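 also: 0% = DMSO only wells and the 100% control is not disclosed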
aDG glyco up: activators of alpha-DG glycosylation, primary screen, uHTS, Pro5-aDG cells, AlphaScreen; alpha-DG glycosylation AlphaScreen (IIH6); 0% Pro5, 100% B10-LARGE cell signal; activation, % at 10 µM; actives 0.22% (n = 360,000); AID 624168, 2012;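 active = activation of at least 8% versus controls, or a plate z-score of at least 8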;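 also: Pro5 are CHO cells carrying HIG-tagged alpha-DG that lacks glycosylation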
NOD2 RIPK2 PPI: NOD2-RIPK2 binding disruptors in cells, primary screen, fluorescence, CHO cells, BLA complementation; Receptor-interacting serine/threonine-protein kinase 2 (Homo sapiens), O43353; CCF4 ratio; inhibition, % at 4.98 µM; actives 0.38% (n = 360,000); AID 624267, 2012; in the data active = inhibition above about 21%;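 also: 0% = vehicle only and 100% = reference blocker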
ABCB6 inh MLPCN: ABCB6 transporter inhibitors, primary screen, K562-ABCB6 cells, flow cytometry, MLPCN library; ATP-binding cassette sub-family B member 6 (Homo sapiens), Q9NP58; K562-ABCB6 porphyrin accumulation, 1 h; hits give low values; fluorescence ratio to DMSO, % at 10 µM; actives 0.19% (n = 360,000);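 active = fluorescence ratio to DMSO below 75%, the collection mean minus 3 SD; inconclusive = too few cells collected in the well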;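 also: signal is porphyrin accumulated inside mitochondria; 100% equals median channel fluorescence of DMSO control wells; lower ratio means ABCB6 inhibition with less porphyrin fluorescence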
* hit, by the source's call; ? = inconclusive; . = no result given.

Molecule	Glyco luc inh	Exocytosis inh	MC4R ag barr	Vif inh	MC4R antag cAMP	TLR9-MyD88 inh	ABHD5 PLIN5 PPI	aDG glyco up	NOD2 RIPK2 PPI	ABCB6 inh MLPCN
CCN(CC(=O)Nc1ccccc1C(=O)Nc1ccccc1)Cc1nc2ccccc2c(=O)[nH]1	1	1	-2.2	8	14	-2	-1	-0.1	0	94
Cc1cccc2cc(CN(Cc3ccco3)C(=O)NC3CCCCC3)c(=O)[nH]c12	-2	1	-1.2	-8	2	-3	3	0.0	-2	80
CC1(C(=O)NS(=O)(=O)c2ccc(C#N)cc2)CCN1C(=O)C1(c2ccccc2)CCCC1 (stereo unspecified)	-2	-2	0.2	-3	3	.	-10	-0.3	-2	101
O=C(NCc1ccccc1)C(=O)NCC1OCCN1S(=O)(=O)c1ccc2c(c1)OCCO2 (stereo unspecified)	0	0	2.1	1	14	1	-2	-0.3	9	98
COc1cc(C2C3=C(COC3=O)Oc3cc4c(cc32)OCO4)ccc1OC(C)=O (stereo unspecified)	9	0	-1.8	4	-15	-6	-3	0.1	-5	99
CC1(C(=O)NCC2CCCO2)Oc2cccnc2NC1=O (stereo unspecified)	2	-2	0.0	30	-1	4	6	0.2	-7	94
Cc1ccc(NC(=O)CN(C)C(=O)c2cccc(S(=O)(=O)N3CCc4ccccc4C3)c2)cc1	2	6	-0.8	.	5	6	-6	-0.1	-5	86
Cc1cc(NC(=O)CCC(=O)N(Cc2ccco2)C(C(=O)NC2CCCCC2)c2cccs2)no1 (stereo unspecified)	-1	-4	-1.0	-2	12	-1	1	0.4	-1	98
N#Cc1cccc(C(=O)OCC(=O)NC(=O)NC2CCCCC2)c1	0	8	-2.3	7	0	5	-3	-0.4	2	91
CCOC(=O)C(Cc1ccc(NC(=O)/C(=C\c2ccccc2)NC(=O)c2ccccc2)cc1)N1C(=O)c2ccccc2C1=O (stereo unspecified)	-1	7	0.1	3	5	-11	-7	0.2	-14	102
CSc1ccc(NC(=O)Nc2cc(C)ccn2)cc1	-18	-5	0.1	-2	0	2	3	0.2	-14	94
Cc1onc(-c2ccccc2)c1C(=O)Nc1cc(C(F)(F)F)ccc1N1CCOCC1	9	17	-2.6	35	-20	6	-5	-0.3	7	92
Cc1cc(C)c(S(=O)(=O)NC2CCN(Cc3ccccc3)CC2)c(C)c1	-1	1	4.5	-1	-10	5	8	0.0	-9	97
O=C(NCCN1CCOCC1)c1cc2sccc2n1Cc1ccc(Cl)cc1	-1	2	-1.3	-8	5	2	8	0.1	10	95
COc1ccc(C(=O)OCC(=O)N2CCc3ccccc3C2)cc1OC	0	2	-2.0	-7	-7	-15	-6	0.6	1	88
c1ccc(-c2ccccc2OCCCN2CCCC2)cc1	1	8	-0.7	-14	3	-11	5	0.1	0	96
O=c1cc(-c2ccccc2)nc2nc(SCc3ccccc3)[nH]n12	0	-3	-0.7	-12	1	-6	1	0.0	8	80
Cc1c(Cl)cccc1N1C(=O)CC(N(O)c2ccccc2)C1=O (stereo unspecified)	-1	0	-2.6	7	7	-3	-1	0.1	7	94
COc1ccc(OCC(O)Cn2c(N3CCCCC3)nc3c2c(=O)n(C)c(=O)n3C)cc1 (stereo unspecified)	2	10	-1.1	11	4	2	-1	0.0	4	99
S=C(NCCc1ccccc1)N1CCc2ccccc2C1	-1	0	-2.0	5	6	6	-7	1.2	-10	97
O=C(NCC1CCCO1)c1ccc(Oc2ccc([N+](=O)[O-])cc2Cl)cc1 (stereo unspecified)	2	0	3.9	0	-5	-6	14	-0.2	-1	103
COc1cc(NC(=O)c2ccc(NC3=NC4CS(=O)(=O)CC4S3)cc2)cc(OC)c1 (stereo unspecified)	-1	0	-0.6	17	-2	-5	1	0.1	-6	95
CCOc1ccc(N(CC(=O)NC2CCCC2)C(=O)CCC(=O)Nc2ccccn2)cc1	3	-20	-1.9	4	8	8	0	-0.2	-5	100
Cc1ccccc1-n1c(C)nnc1SCC(=O)N1CC(=O)Nc2ccccc21	10	-1	-2.0	11	1	-40	-3	0.0	1	87
Cc1ccc(S(=O)(=O)N(Cc2cc3cccc(C)c3[nH]c2=O)c2ccccc2)cc1	7	0	-0.5	0	1	9	0	0.3	-7	96
Nc1nc(/C=C/c2ccc(F)cc2)nc(-c2ccccc2O)n1	-5	-1	1.0	-2	2	-13	6	-0.3	-10	101
O=C(c1ccc(Cl)c([N+](=O)[O-])c1)N1CCN(c2ccccn2)CC1	1	5	-0.4	-2	4	-6	7	0.5	-10	99
O=C(Cn1nc(Cc2cccnc2)c2ccccc2c1=O)N1CCN(C(=O)c2ccco2)CC1	1	10	-1.7	27	-3	6	-1	0.2	1	100
COC(=O)C1=C(C)NC=C([N+](=O)[O-])C1c1ccc(OC)cc1 (stereo unspecified)	2	?	-2.6	5	9	3	-3	-0.1	8	98
Cc1ccc(C(=O)Nc2ccccc2C(=O)O)cc1S(=O)(=O)Nc1ccccc1	4	-3	0.3	?	8	-2	0	0.2	-19	102

3 of the entries above in order of their number in Glyco luc inh, rising:
Molecule	Glyco luc inh	Exocytosis inh	MC4R ag barr	Vif inh	MC4R antag cAMP	TLR9-MyD88 inh	ABHD5 PLIN5 PPI	aDG glyco up	NOD2 RIPK2 PPI	ABCB6 inh MLPCN
CCOC(=O)C(Cc1ccc(NC(=O)/C(=C\c2ccccc2)NC(=O)c2ccccc2)cc1)N1C(=O)c2ccccc2C1=O (stereo unspecified)	-1	7	0.1	3	5	-11	-7	0.2	-14	102
COC(=O)C1=C(C)NC=C([N+](=O)[O-])C1c1ccc(OC)cc1 (stereo unspecified)	2	?	-2.6	5	9	3	-3	-0.1	8	98
CCOc1ccc(N(CC(=O)NC2CCCC2)C(=O)CCC(=O)Nc2ccccn2)cc1	3	-20	-1.9	4	8	8	0	-0.2	-5	100

Continuation.
Molecule	Glyco luc inh	Exocytosis inh	MC4R ag barr	Vif inh	MC4R antag cAMP	TLR9-MyD88 inh	ABHD5 PLIN5 PPI	aDG glyco up	NOD2 RIPK2 PPI	ABCB6 inh MLPCN
Cc1cc(NC(=O)COc2cccnc2[N+](=O)[O-])no1	0	1	-0.4	-5	9	2	-5	-0.2	3	92
COc1ccc(-c2nc(CN3CCC(C(=O)NC4CCCC4)CC3)c(C)o2)cc1OC	1	-1	-1.7	-1	5	9	-3	0.3	0	91
COc1ccc(OC)c(NC(=O)COC(=O)CCCN=C2NS(=O)(=O)c3ccccc32)c1	2	-1	-2.9	2	2	5	5	0.1	-2	95
COc1ccc(NS(=O)(=O)c2cc(N/C(=N\S(=O)(=O)c3ccccc3)c3ccc(F)cc3)ccc2Cl)cc1	7	-1	-1.3	2	4	0	1	0.0	2	97
C[C@@H](NS(=O)(=O)c1ccc(Br)cc1F)[C@@H](O)c1ccccc1	-2	-2	1.1	2	2	1	3	0.3	-10	99
CN(CC(=O)Nc1ccc2c(c1)CCC2)CC(=O)Nc1ccccc1Br	2	4	2.5	-8	24	5	4	-0.1	2	101
C=CCNc1ncnc2c1ncn2[C@H]1CN(C2CCCC2)C[C@@H](CO)O1	2	-2	-1.6	-1	9	.	-7	-0.3	-10	98
CCc1cccc(OCC(=O)Nc2cc(S(=O)(=O)N3CCOCC3)ccc2N2CCCC2)c1	-2	-2	-3.8	8	-3	4	2	0.1	-13	98
CCOc1cc(N2CCOCC2)c(OCC)cc1NC(=O)[C@H](C)NC(=O)c1ccco1	-1	0	-1.9	8	2	-2	-1	-0.1	-8	91
CCCCCn1c(CNC(=O)c2cccs2)nc2ccccc21	-4	-7	-1.1	-8	7	10	6	0.0	2	102
CCCC1=Nc2cc(C(=O)NCCCOCC)ccc2Sc2ccccc21	4	9	-1.8	25	-16	1	-1	-0.1	3	107
COc1ccc(N2CCN(CCCNC(=S)Nc3c(C)cccc3C)CC2)cc1	-1	-2	-1.3	-6	1	1	-1	0.1	-13	96
COc1cccc(C(=O)N2CCC[C@@H]2C(=O)N2CCC[C@H]2C(=O)NCc2ccncc2)c1	.	-3	.	.	.	.	0	-0.1	1	100
O=C(NCc1ccccc1F)c1cccc(S(=O)(=O)N2CCCCCC2)c1	-5	-4	0.3	-8	13	-2	-3	0.0	-4	104
O=C(COC(=O)c1ccco1)NC1CCCc2ccccc21 (stereo unspecified)	2	0	-1.2	31	4	3	0	-0.2	-7	98
CN(CC(=O)NC1CCCc2ccccc21)S(=O)(=O)c1cccs1 (stereo unspecified)	-3	-4	0.8	3	-1	-8	11	-0.1	-11	96
Cc1cc2nc(CN(C)C(=O)C3CCC(=O)N(C4CCCC4)C3)[nH]c2cc1C (stereo unspecified)	0	-5	-0.8	0	8	3	8	-0.2	-9	99
CN1c2ccc([N+](=O)[O-])cc2C(C)(C)C12C=Cc1cc(C(=O)O)ccc1O2 (stereo unspecified)	1	-8	-0.7	-5	-6	-13	13	-0.2	7	103
CCOc1ccccc1NC(=O)CCN(c1ccc(C)cc1)S(=O)(=O)c1ccccc1	-6	16	-0.1	-8	1	-7	-4	0.3	3	98
CCc1ccc(NC(=O)Cn2nnc(C(=O)NCc3ccc4c(c3)OCO4)c2N)cc1	-6	-1	-0.5	2	3	14	-2	-0.4	8	101
CC(C)N(Cc1nccn1C)C(=O)c1cc(COc2cccc(C(F)(F)F)c2)on1	0	-7	-2.7	-4	8	-16	0	-0.1	-1	103
N/C(=N\OC(=O)c1ccc(Cl)c([N+](=O)[O-])c1)c1ccccn1	-2	5	-0.8	4	48*	-1	12	0.5	1	94
CC(/C=C/c1ccccc1)=N/NC(=O)Cn1nnc(N)n1	0	-1	2.5	6	0	.	10	0.0	-10	104
COc1nc(NCCc2ccc(OC)c(OC)c2)nc(Nc2ccccc2)n1	3	-2	-0.3	-2	-7	4	-2	0.0	1	101
CCc1nc2ccc(C(=O)N(C)Cc3ccccc3)cn2c1N(CC)CCN(C)C	0	21	1.6	6	4	.	1	0.1	-2	98
CC(=O)Nc1ccc(Oc2nc(-c3cccnc3)nc3sc4c(c23)CCCC4)cc1	-1	-1	-1.9	-1	4	-3	1	0.0	-8	102
CCOc1ccc(NS(=O)(=O)c2ccc(C(=O)N(C)CCc3ccc(OC)c(OC)c3)cc2)cc1	-1	-2	-1.1	-12	3	-4	-2	0.9	-3	100

An excerpt; the hit share may differ from the screen's.
